High-throughput results as filed in PubChem.
ER stress rescue: rescue of cells from ER stress-induced death, primary screen, 384-well, CSM14.1, thapsigargin, ATP luminescence (AID 1222); one-dose cellular ATP content (survival), % at 20 µM; EC50 in µM for titrated hits; 190,000 tested, under 10 active; CSM14.1 thapsigargin-induced death rescue, ATP luminescence; higher % means a stronger effect;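 active = EC50 below 50 µM in the dose-response confirmation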;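 also: death triggered by thapsigargin at about 15 µM added after 2 h compound pretreatment; cell ATP read after overnight thapsigargin exposure of roughly 18 to 22 hours; normalized against plate controls of thapsigargin alone and 5% DMSO vehicle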
Hep lipid drop: inhibitors of hepatocyte lipid droplet formation, primary screen, imaging, high-throughput imaging, BODIPY stain; AML12 mouse hepatocytes, oleate lipid droplets; inhibition, % at 6.5 µM; 240,000 tested, 0.4% active;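 active = lipid droplet intensity inhibited by at least 50%, with more than 500 cells counted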
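material = mouse AML12 hepatocyte cell line, fixed after treatment | also added = 100 µM oleic acid challenge | doses = compound at 6.5 µM only | schedule = overnight exposure | technique = Image-based BODIPY and DAPI two-channel analysis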
NOD2 inhibition: NOD2 signaling inhibitors, cell-based, luminescence, uHTS, HEK293 (AID 1566); HEK293 NOD2/NF-kB luciferase reporter, luminescence; higher % means a stronger effect; one-dose inhibition, % at 4 µM; EC50 in µM for titrated hits; 290,000 tested, 0.63% active; also: many of its hits are not listed in these tables
XIAP displacement: XIAP antagonists, biochemical, IAP family, fluorescence polarization (AID 1018). E3 ubiquitin-protein ligase XIAP (Homo sapiens). XIAP BIR domain, fluorescence polarization peptide displacement; higher % means a stronger effect. displacement, % at 20 µM; hits with a dose series show IC50 in µM. 200,000 tested, 0.007% active; in the data active = displacement above about 50%; also: a part of the inactive calls stands beside numbers as strong as those of hits
Siah-1 displacement: Siah-1 peptide-binding antagonists, primary screen, biochemical, fluorescence polarization, rhodamine-plectin, uHTS (AID 1817); Siah-1 / rhodamine-plectin peptide fluorescence polarization; higher % means a stronger effect; one-dose displacement, % at 20 µM; IC50 in µM for titrated hits; 290,000 tested, 0.02% active;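 active = displacement of at least 50% at 20 µM, with a fluorescence ratio check between 0.3 and a set limit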;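 also: plate controls were Siah plus tracer with DMSO for no effect and tracer alone without Siah for full effect; strong numbers were not always called active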
P. falciparum M17LAP: P. falciparum M17LAP inhibitors, primary screen, biochemical, fluorogenic H-Leu-NHMec substrate, 1536-well (AID 1619); inhibition, % at 30 µM, or IC50 in µM where a hit was titrated; recombinant M17LAP, H-Leu-NHMec fluorogenic kinetic assay; higher % means a stronger effect; Leucine aminopeptidase (Plasmodium falciparum (isolate 3D7)); 220,000 tested, 0.38% active;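 active = compound inhibiting the enzyme by more than half at any dose during confirmatory dose-response retesting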;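 also: plate controls were full reaction with DMSO carrier for no effect and no enzyme background for full effect; strong numbers were not always called active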
P. falciparum M1AAP: P. falciparum M1AAP inhibitors, biochemical, fluorogenic H-Leu-NHMec substrate, 1536-well (AID 1445). Aminopeptidase N (Plasmodium falciparum (isolate 3D7)). recombinant M1AAP, H-Leu-NHMec fluorogenic kinetic assay; higher % means a stronger effect. 220,000 tested, 0.42% active. inhibition, % at 30 µM; hits with a dose series show IC50 in µM;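 active = primary inhibition above the hit cutoff, then over 50% inhibition at one or more dose response concentrations, cut at about 23% in these data, passing the limit was not always enough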;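 also: plate controls were DMSO full reaction for no effect and no enzyme background for full effect; strong numbers were not always called active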
LYP inhibition: inhibitors of LYP phosphatase, biochemical, fluorescence intensity, uHTS (AID 1779); Tyrosine-protein phosphatase non-receptor type 22 (Homo sapiens); recombinant LYP phosphatase, fluorescence intensity; higher % means a stronger effect; one-dose inhibition, % at 11.5 µM; IC50 in µM for titrated hits; 290,000 tested, 0.054% active;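 also: plate controls were vehicle with enzyme for no effect and no enzyme for full effect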
AID2073: inhibitors of Mint1-CaV2.2 protein interaction, biochemical, HTRF (AID 2073); Voltage-dependent N-type calcium channel subunit alpha-1B (Homo sapiens); HTRF protein-protein interaction, Mint1-CaV2.2; higher % means a stronger effect; inhibition, % at 20 µM; hits with a dose series show IC50 in µM; 290,000 tested, 0.19% active; in the data active = inhibition mostly above about 51%, no sharp cut-off; also: some results filed as inactive read as strong as hits
Hep lipid drop cells 6.5 µM: recorded beside Hep lipid drop, whose call it bears; cell count; measured here: cell count, cytotoxicity flag;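 cells counted across two imaged fields per well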
Starred values were filed as active, the others as inactive; x = no result given; & = joins results of further samples. Rule as the data show it, unless noted: active = inhibition above about 50%; inactive = the rest.

mol,ER stress rescue,Hep lipid drop,Hep lipid drop cells 6.5 µM,NOD2 inhibition,XIAP displacement,Siah-1 displacement,P. falciparum M17LAP,P. falciparum M1AAP,LYP inhibition,AID2073
O=C(CN1CCC(NC(=O)c2ccccc2F)CC1)Nc1ccc2c(c1)OCCO2,-1.5%,-13.9,674,7.6%,-6.1%,4.7%,x,x,2.5%,8.0%
CCC(=O)NC(c1ccccc1)c1nc2ccccc2[nH]1 (stereo unspecified),-3.9%,-2.4,764,-13.0%,-7.2%,-5.1%,0.8%,0.5%,0.8%,-0.1%
CN(C)c1cccc(NC(=O)CCc2ccccc2)c1,x,-9.2,747,3.5%,-11.3%,-2.0%,25.3%,16.2%,3.4%,-10.5%
C[C@@H]1CC=C[C@H]2[C@H]1C(=O)N(Cc1ccccc1)[C@H]2c1ccc(F)c(Br)c1,x,-25.4,712,1.1%,x,15.2%,15.3%,4.0%,-1.4%,-7.1%
Cc1ccc(-c2n[nH]c(=O)c3ccccc23)cc1S(=O)(=O)N(C)C,x,-5.8,803,3.5%,x,4.2%,x,x,-10.2%,-6.5%
O=C(CSc1ccc2nnc(CCNC(=O)c3ccccc3)n2n1)Nc1ccccc1,-0.9%,-2.9,697,-6.0%,-7.7%,-7.6%,2.3%,-0.8%,-2.7%,-6.5%
COc1cc(/C=C/C(=O)OCC(=O)c2c(N)n(C)c(=O)n(C)c2=O)ccc1OC(F)F,-1.1%,6.1,687,5.7%,-1.7%,3.0%,-4.5%,0.2%,-4.8%,1.4%
Cc1oc(C(C)(C)C)cc1C(=O)Nc1cccc(/C=C/C(=O)O)c1,-0.9%,x,x,2.1%,-4.8%,-2.3%,41.9%,5.1%,-5.0%,1.4%
O=C(C[n+]1ccccc1)N1CCCc2ccccc21,-1.2%,-0.4,731,7.6%,-1.8%,-1.1%,0.2%,-1.7%,-5.5%,1.9%
COc1ccc(C(=O)N2CCN(c3nc4cc(C)ccc4cc3C#N)CC2)c(OC)c1,2.1%,-5.4,782,8.5%,0.1%,-0.8%,-7.1%,6.9%,6.3%,8.0%
C[C@@H](O)C1NC(=O)[C@H](CCCCN)NC(=O)c2cc([N+](=O)[O-])cc(I)c2NCCC[C@@H](C(N)=O)NC1=O (stereo partly specified),-3.0%,-1.7,760,11.4%,-12.4%,-10.6%,19.5%,7.0%,-3.7%,-49.9%
CC1(C(=O)NC2CCCCC2)CCC(=O)N1Cc1cccnc1 (stereo unspecified),0.7%,-21.8,646,9.2%,-1.9%,-0.6%,-12.8%,-1.6%,-2.7%,10.2%
CN(CCCC(=O)NC1CC(C)(C)NC(C)(C)C1)S(=O)(=O)c1ccc([N+](=O)[O-])cc1,-1.8%,-2.7,680,14.4%,-7.8%,-1.6%,4.9%,2.2%,2.7%,-1.3%
CCOc1ccc(NC(=O)C2CCCCN2S(=O)(=O)c2ccccc2)cc1 (stereo unspecified),-1.3%,-5.3,721,4.6%,-5.0%,2.0%,8.8%,10.5%,-4.6%,0.1%
COc1ccc(OC)c(S(=O)(=O)N(C)CC(=O)N2CCc3ccccc3C2)c1,0.3%,35.3,686,-2.4%,-7.6%,0.9%,8.1%,-4.9%,-0.4%,-1.4%
Cc1[nH][nH]c(=O)c1C(c1c(C)[nH][nH]c1=O)c1cn(Cc2ccc(Cl)c(Cl)c2)c2ccccc12,-0.3%,1.3,629,-12.3%,-8.0%,5.5%,42.9%,3.8%,-1.8%,6.6%
Cc1ccc(S(=O)(=O)NC(=O)Nc2c(C)n(C)n(-c3ccccc3)c2=O)cc1,-0.5%,x,x,16.7%,-4.9%,1.9%,4.8%,6.3%,-4.2%,5.0%
O=C(C(=S)N1CCOCC1)c1c[nH]c2ccccc12,-1.1%,17.2,731,3.0%,-11.1%,1.1%,5.1%,4.5%,-2.8%,13.9%
COc1ccc(NC(=O)c2ccc(OC(=S)N(C)c3ccc(OC)cc3)cc2)cc1,-1.4%,x,x,11.2%,-2.4%,-1.0%,-3.1%,4.1%,-8.7%,-3.0%
CC12COC3(C(=O)N4CCN(c5ccccn5)CC4)CC1CCC32C (stereo unspecified),x,2.2,616,15.5%,x,-0.9%,9.3%,3.4%,-9.9%,4.1%
O=C(COc1ncnc2sccc12)N1CCc2ccccc2C1,5.0%,x,x,-2.6%,-2.8%,0.9%,7.0%,6.8%,-3.1%,6.9%
CCOc1ccc(NC(=O)COc2ccc(C(=O)NCCc3ccccc3)cc2)cc1,-1.5%,2.4,614,-16.2%,-1.6%,33.4%,7.2%,11.6%,-7.1%,21.2%
O=C(CCc1nc2ccccc2s1)NC1CCOC1=O (stereo unspecified),x,22.4,713,-12.1%,x,-7.2%,-2.1%,-5.5%,-9.0%,4.2%
CCCCCN1C/C=C\C(c2ccc(OC)cc2)N(Cc2ccc(F)cc2)C(=O)C1 (stereo unspecified),x,-9.3,753,7.6%,x,3.6%,5.3%,5.2%,-6.6%,2.4%
COC(C[C@@H]1O[C@@H]1[C@@H](O)COCc1ccccc1)OC,x,5.9,647,2.4%,x,-3.9%,3.9%,5.2%,-8.3%,7.7%
CCc1cc(=O)oc2c(C)c(OC(C)C(=O)NCCCN3CCOCC3)ccc12 (stereo unspecified),x,-2.6,739,31.1%,x,-3.6%,x,x,-13.5%,-3.5%
CCOc1c(C)cc(-c2ncccc2O)cc1C,0.7%&0.5%,x,x,-15.2%&11.7%,-2.2%&-3.1%,5.6%&5.6%,-4.1%&-10.7%,0.7%&9.2%,-0.2%&-2.4%,2.6%&5.5%
CCOC(=O)Cc1csc(NC(=O)c2ccc(S(=O)(=O)N3CCCCC3)cc2)n1,-2.6%,x,x,31.7%,-0.8%,2.3%,2.2%,3.9%,-4.7%,2.3%
CCC(C(=O)NC1CCCCC1)N(CC1CCCO1)C(=O)CNS(=O)(=O)c1ccc(OC)cc1 (stereo unspecified),-0.2%,x,x,14.8%,3.6%,-0.2%,-1.2%,2.2%,-14.0%,-1.6%
COc1ccc(C(=O)NNC(=O)C2=NN(c3ccccc3)C(=O)CC2)cc1,x,-4.3,706,-2.6%,x,-0.9%,x,x,0.6%,-2.6%
Cc1ccc(NC(=O)c2cnn(-c3ccccc3)c2C)cc1C,x,16.0,855,-59.3%,x,2.1%,x,x,-10.0%,8.0%
Cc1cccc(C)c1NC(=O)C1(N(C(=O)c2ccccn2)c2ccc(O)cc2)CCCCC1,-1.1%,-27.1,738,2.5%,-5.7%,5.3%,8.7%,-6.7%,-5.1%,6.3%
O=C(CCn1cccc1)Nc1ccc(F)cc1,-0.4%,7.4,768,2.9%,-2.7%,-2.0%,-3.4%,3.8%,-8.4%,-2.5%
O=C1CN(C(=O)CSc2nnc3ccccn23)c2ccccc2N1,-4.7%,-3.8,656,-5.2%,-5.9%,-3.4%,-3.0%,4.0%,-3.9%,-17.3%
COc1ccc(-c2nn(-c3ccccc3)cc2C(=O)n2nnc3ccccc32)cc1,0.2%,-2.1,773,1.5%,-7.8%,-1.0%,-1.6%,-6.6%,-3.2%,17.4%
O=C(NC(C(=O)N/N=C/c1ccncc1)c1n[nH]c(=O)c2ccccc12)c1ccccc1 (stereo unspecified),x,-1.7,738,8.1%,x,-2.0%,-2.6%,-2.0%,0.4%,-5.2%
O=S(=O)(c1ccccc1Cl)N1CCCC1c1nc(-c2cccc(Cl)c2)no1 (stereo unspecified),-3.2%,-2.8,725,-0.4%,4.4%,-0.1%,12.6%,10.2%,-2.1%,-2.2%
Cc1cccc(Nc2nc(NCCCN3CCOCC3)nc(N)c2[N+](=O)[O-])c1,1.3%,-10.0,702,8.1%,-6.9%,0.3%,35.3%,16.7%,3.5%,3.2%
O=C(O)C1CSC2c3ccccc3C(=O)N12 (stereo unspecified),0.8%,0.4,625,-8.6%,-5.0%,-6.7%,59.3%,3.4%,-1.8%,6.3%
CN(CC(O)Cn1cnc2c1c(=O)n(C)c(=O)n2C)c1ccccc1 (stereo unspecified),0.2%,6.1,715,14.3%,-5.7%,3.8%,5.1%,4.4%,-5.5%,-2.3%
Cc1cccc(OCCC(=O)Nc2ccc(F)c(F)c2)c1,-0.8%,-7.1,677,-11.9%,-3.6%,4.3%,4.8%,1.8%,-0.1%,0.3%
CCCCc1ccc(NC(=O)C(=O)NCCN2CCN(Cc3ccc([N+](=O)[O-])cc3)CC2)cc1,1.1%,3.7,691,16.3%,-3.7%,1.7%,-4.7%,3.1%,-4.5%,13.2%
Cc1cccc(NC(=O)CCCn2c(=S)[nH]c3ccccc3c2=O)c1,1.1%,6.3,693,2.0%,-3.5%,1.6%,3.1%,12.2%,-1.0%,-22.6%
Cn1c(N)c(C(=O)CSc2ccc3c(c2)OCCO3)c(=O)n(C)c1=O,-1.2%,x,x,12.8%,-0.8%,-0.8%,-12.7%,11.2%,3.7%,27.6%
CN1C(=O)/C(=N/OC(=O)c2ccccc2Br)c2ccccc21,-2.2%,5.3,748,6.0%,-9.8%,-2.9%,16.3%,8.7%,-0.3%,-10.3%
Cc1oc2cc3oc(=O)c(CCC(=O)N[C@H](C(=O)O)C(C)C)c(C)c3cc2c1C,x,-4.2,894,0.8%,x,-6.1%,x,x,-6.0%,29.7%

Whole records, looked up by structure:
Results for `CCOC(=O)Cc1csc(NC(=O)c2ccc(S(=O)(=O)N3CCCCC3)cc2)n1` : ER stress rescue: -2.6%; Hep lipid drop: x; Hep lipid drop cells 6.5 µM: x; NOD2 inhibition: 31.7%; XIAP displacement: -0.8%; Siah-1 displacement: 2.3%; P. falciparum M17LAP: 2.2%; P. falciparum M1AAP: 3.9%; LYP inhibition: -4.7%; AID2073: 2.3%
Results for `O=C(CCc1nc2ccccc2s1)NC1CCOC1=O` (stereo unspecified) : ER stress rescue: x; Hep lipid drop: 22.4; Hep lipid drop cells 6.5 µM: 713; NOD2 inhibition: -12.1%; XIAP displacement: x; Siah-1 displacement: -7.2%; P. falciparum M17LAP: -2.1%; P. falciparum M1AAP: -5.5%; LYP inhibition: -9.0%; AID2073: 4.2%

2 records drawn at random from those above:
mol,ER stress rescue,Hep lipid drop,Hep lipid drop cells 6.5 µM,NOD2 inhibition,XIAP displacement,Siah-1 displacement,P. falciparum M17LAP,P. falciparum M1AAP,LYP inhibition,AID2073
Cc1cccc(C)c1NC(=O)C1(N(C(=O)c2ccccn2)c2ccc(O)cc2)CCCCC1,-1.1%,-27.1,738,2.5%,-5.7%,5.3%,8.7%,-6.7%,-5.1%,6.3%
O=C(CCn1cccc1)Nc1ccc(F)cc1,-0.4%,7.4,768,2.9%,-2.7%,-2.0%,-3.4%,3.8%,-8.4%,-2.5%

Not all compounds are listed; the hit share may differ from the screen's.
